# High-throughput results from PubChem BioAssay.
# IMPase cell inh: membrane-permeable compound that blocks inositol monophosphatase; P97697; CHO-M1 cells, IP1 accumulation, HTRF TR-FRET ratio; inhibition (IP1 accumulation), % at 46.1 µM; 120,000 tested, under 10 active; active = well fitted curve in the direction sought with a large enough effect in the signal ratio, not every such curve was filed as active; inconclusive = small, poorly fitted or top-dose-only effect, or a change in a side signal; inactive = no such curve, though single readings can be large or run the other way; the % refers to the signal ratio;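 note: cells stimulated with carbachol in lithium chloride buffer; plate controls were DMSO basal wells for no effect and reference inhibitor wells for full effect; higher means more IMPase inhibition seen as more IP1 and lower FRET ratio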
# Target sequence (P97697 whole entry, looked up): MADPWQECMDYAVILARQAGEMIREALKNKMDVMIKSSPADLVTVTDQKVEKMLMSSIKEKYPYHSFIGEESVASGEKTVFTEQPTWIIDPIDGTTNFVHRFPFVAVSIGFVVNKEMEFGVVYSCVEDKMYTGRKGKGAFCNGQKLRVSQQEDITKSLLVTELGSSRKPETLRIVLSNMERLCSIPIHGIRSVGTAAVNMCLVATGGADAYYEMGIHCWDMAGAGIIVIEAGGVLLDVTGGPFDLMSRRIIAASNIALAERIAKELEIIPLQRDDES
#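 Elevated IP1 in lysates lowers TR-FRET signal (665/620 ratio and 620 channel reported). Cells were CHO-M1, given carbachol (50 uM as added) plus 50mM LiCl, pH 7.4, 30 min, 37C; compounds titrated up to 46 uM; AC50 by Hill equation.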
# 12-hLO inh: blocks human 12-lipoxygenase activity | P18054 | purified 12-hLO, xylenol orange hydroperoxide absorbance | hit rate 0.12% among 150,000 | Potency, µM (doses to about 57.1 µM), for inactives: at the highest dose activity change, negative = inhibition, most hits filed as inhibitors | AID 1452; note: potency is the fitted concentration of half-maximal effect; nearly all actives have a fitted effect of over 55% in size; many of its hits are not listed in these tables
#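 Hydroperoxide formation by human 12-lipoxygenase from 40 uM arachidonic acid was followed colorimetrically via ferric-xylenol orange complex, using the 573/405 nm absorbance ratio. Enzyme concentration was 150 nM, with 30 min reaction at room temperature.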
# ALOX15B inhib: 15-hLO-2 (ALOX15B) enzyme inhibition. purified 15hLO-2, xylenol orange hydroperoxide absorbance. O15296. hit rate 0.56% among 110,000. Potency, µM (doses to about 57.1 µM), without a hit: at the top dose activity change, negative = inhibition, hits mostly inhibitors; note: potency is the fitted concentration of half-maximal effect; nearly all actives have a fitted effect of over 60% in size; many of its hits are not listed in these tables
# Target sequence (O15296 whole entry, looked up): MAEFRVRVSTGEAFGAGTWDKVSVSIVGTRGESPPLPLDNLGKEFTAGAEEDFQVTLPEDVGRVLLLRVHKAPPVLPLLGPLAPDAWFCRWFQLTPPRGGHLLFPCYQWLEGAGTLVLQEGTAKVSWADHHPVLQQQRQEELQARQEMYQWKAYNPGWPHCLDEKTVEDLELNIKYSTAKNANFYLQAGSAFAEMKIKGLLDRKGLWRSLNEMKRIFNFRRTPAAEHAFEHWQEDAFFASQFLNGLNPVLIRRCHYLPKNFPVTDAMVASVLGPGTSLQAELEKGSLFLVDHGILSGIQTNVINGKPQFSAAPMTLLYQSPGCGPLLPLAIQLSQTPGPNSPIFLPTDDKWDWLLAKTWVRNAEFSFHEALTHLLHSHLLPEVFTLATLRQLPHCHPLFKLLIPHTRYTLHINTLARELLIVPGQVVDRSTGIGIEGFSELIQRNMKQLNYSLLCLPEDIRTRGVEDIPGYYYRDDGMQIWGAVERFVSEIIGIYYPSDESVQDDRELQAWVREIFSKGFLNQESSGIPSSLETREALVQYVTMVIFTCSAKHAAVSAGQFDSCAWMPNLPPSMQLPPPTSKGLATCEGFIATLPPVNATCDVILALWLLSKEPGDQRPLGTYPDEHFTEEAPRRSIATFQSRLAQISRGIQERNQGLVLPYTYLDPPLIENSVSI
#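 Purified human 15hLO-2 (50 nM final) preincubated with compounds 15 min at room temperature in 25 mM Hepes pH 7.5, 0.01% Triton X-100, then 45 uM arachidonic acid added for 90 min; hydroperoxide detected via ferrous/xylenol orange, 573/405 nm absorbance ratio.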
# PNC assembly inh: inhibitors of perinucleolar compartment assembly. PC3M PTB-GFP, PNC prevalence imaging, 16 h; active compounds read low. activity change (PNC), negative = inhibition, % at 10 µM. hit rate 3.1% among 140,000. AID 2417;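 active = readout at or below -70, meaning at least 70% loss of cells showing the perinucleolar compartment, a nuclear body marking cancer cells; inconclusive = readout between -30 and a set limit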;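 note: plate controls were DMSO wells for no effect and camptothecin positive control wells for full effect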
#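 PC3M cells stably expressing PTB-GFP, 750–1000 cells/well, treated 16 h at 37 °C with compound (23 nl of library stock), in duplicate. After paraformaldehyde fixation and Hoechst stain, imaged at 20x; PNC prevalence scored by image analysis.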
# * hit, by the source's call; ? = inconclusive; . = no result given; & = joins results of further samples; [ ] = another dose, or the depositor's remark. Unless noted, calls come from the whole dose curve; as a rule, active = well fitted curve in the direction sought with a large enough effect; inconclusive = small, poorly fitted or top-dose-only effect, or another doubt; inactive = no such curve, though single readings can be large; an effect the other way counts as inactive or inconclusive. Unless noted, % is set by controls: 0 for no effect and ±100 for the full control effect.
12-hLO inh,IMPase cell inh,ALOX15B inhib,PNC assembly inh,smiles
-3%,1,9%,-18,COc1cccc(NC(=O)Cn2cc3c(n2)CCCCC3)c1
-3%,19,-8%,29,CS(=O)(=O)N1CCN(C(=O)C(Sc2ccccc2)c2ccccc2)CC1 (centres undefined)
-5%,11,6%,0,CC(c1ccco1)N(C(=O)COc1ccc(Cl)cc1Cl)c1ccccn1 (centres undefined)
6%,.,.,?,COc1cccc(CNCCO)c1OCc1ccccc1Cl
-4%,10,-4%,-24,Cc1cc2c3c(c1)C1(C(=O)N3C(C)(C)CC2C)C(C#N)=C(N)Oc2n[nH]c(C)c21 (centres undefined)
2%,.,.,-21,CCNC(=S)N=Nc1c(O)n(Cc2ccc(Cl)cc2)c2ccccc12
2%,-3,.,34,Cn1c(CN2CCC(C(N)=O)CC2)c(C#N)c2ccccc21
1%,.,.,?,CN(C)c1ccc(C(=S)N2CCNCC2)cc1
-2%,19,-1%,40,COc1ccc(NC(=O)NS(=O)(=O)c2ccc(C)cc2)c(OC)c1
-1%,.,.,1,Cc1ccc(N2CCN(S(=O)(=O)N3CCCCC3)CC2)cc1Cl
-1%&-2%,12&-6,.,23&-11,Oc1c(C=C2N=c3ccccc3=N2)sc(=S)n1C1CCCCC1
-7%,-1,7%,5,CSCC[C@H](NC(=O)OC(C)(C)C)C(=O)N/N=C/c1c(C)[nH]c(=O)[nH]c1=O
-11%,1,0%,-28,Cc1ccc(NC(=O)CN(C)S(=O)(=O)c2cccs2)cc1C
-5%,-14,0%,?,COc1ccc(Cl)cc1NC(=O)CN(C1CCCCC1)S(C)(=O)=O
-6%,8,-1%,?,O=C(COC(=O)c1cccs1)NCc1ccccc1
4%,3,.,2,O=P(Cc1ccccc1O)(c1ccccc1)c1ccccc1
2%,.,10%,.,O=C(Nc1ccccc1)N1CC2(CCN(C(=O)c3cc(C(F)(F)F)cc(C(F)(F)F)c3)CC2)C1
1%,7,-2%,?,N#Cc1nc(COc2ccccc2F)oc1NCCc1ccccc1
9%,-2,-5%,3,CC(=O)c1cccc(NC(=O)c2cnn3ccccc23)c1
-1%,-1,-3%,16,Cc1nc(CN2CCN(C(=O)NC3(c4ccccc4)CC3)CC2)cs1
-2%,.,.,25,COc1ccc(NS(=O)(=O)c2cc(NC(=O)Cc3cccs3)ccc2C)cc1
-3%,-9,.,-7,N#Cc1c(N)nc2c(c1-c1ccc(Br)s1)CCCC2
1%,.,.,5,O=C(N/N=C/c1cc([N+](=O)[O-])ccc1O)NC12CC3CC(CC(C3)C1)C2
-1%,1,6%,?,Fc1ccc(CN2CCCCCCC2)cc1F

# Some of the entries above, set out differently.
# Values run as follows: 12-hLO inh, IMPase cell inh, ALOX15B inhib, PNC assembly inh
- Cc1ccc(N2CCN(S(=O)(=O)N3CCCCC3)CC2)cc1Cl
→ -1%, ., ., 1
- Oc1c(C=C2N=c3ccccc3=N2)sc(=S)n1C1CCCCC1
→ -1%&-2%, 12&-6, ., 23&-11
- CSCC[C@H](NC(=O)OC(C)(C)C)C(=O)N/N=C/c1c(C)[nH]c(=O)[nH]c1=O
→ -7%, -1, 7%, 5
- Cc1ccc(NC(=O)CN(C)S(=O)(=O)c2cccs2)cc1C
→ -11%, 1, 0%, -28
- COc1ccc(Cl)cc1NC(=O)CN(C1CCCCC1)S(C)(=O)=O
→ -5%, -14, 0%, ?
- O=C(COC(=O)c1cccs1)NCc1ccccc1
→ -6%, 8, -1%, ?
- O=P(Cc1ccccc1O)(c1ccccc1)c1ccccc1
→ 4%, 3, ., 2
- O=C(Nc1ccccc1)N1CC2(CCN(C(=O)c3cc(C(F)(F)F)cc(C(F)(F)F)c3)CC2)C1
→ 2%, ., 10%, .
- N#Cc1nc(COc2ccccc2F)oc1NCCc1ccccc1
→ 1%, 7, -2%, ?
- CC(=O)c1cccc(NC(=O)c2cnn3ccccc23)c1
→ 9%, -2, -5%, 3
- Cc1nc(CN2CCN(C(=O)NC3(c4ccccc4)CC3)CC2)cs1
→ -1%, -1, -3%, 16
- COc1ccc(NS(=O)(=O)c2cc(NC(=O)Cc3cccs3)ccc2C)cc1
→ -2%, ., ., 25
- N#Cc1c(N)nc2c(c1-c1ccc(Br)s1)CCCC2
→ -3%, -9, ., -7
- O=C(N/N=C/c1cc([N+](=O)[O-])ccc1O)NC12CC3CC(CC(C3)C1)C2
→ 1%, ., ., 5
- Fc1ccc(CN2CCCCCCC2)cc1F
→ -1%, 1, 6%, ?

# Next section
12-hLO inh,IMPase cell inh,ALOX15B inhib,PNC assembly inh,smiles
0%,1,-3%,?,Cc1ccc(S(=O)(=O)NCC(=O)NC2CCCCCC2)cc1
0%,-2,-5%,-19,CCn1cc(/C=C(/C#N)S(=O)(=O)c2ccccc2)cn1
-10%,-1,-3%,?,CC(C)Cc1cc(C(=O)Nc2c(F)cc(F)cc2Br)no1
-3%,5,7%,18,CC(C)OC(=O)CSc1nnc(-c2cccnc2)n1N
1%,3,.,216,Cc1ccc(NS(=O)(=O)c2cc(C(=O)O)ccc2Cl)c(C)c1
-23%,-14,-14%,-20,COc1cc(-c2nn3c(-c4ccccc4)nnc3s2)cc(OC)c1OC
1%,-2,-30%,2,Cc1cc(NC(=O)CCC(=O)N(Cc2cccs2)C(C(=O)NC2CCCC2)c2cccnc2)no1 (centres undefined)
3%,-12,.,21,CCCCCCn1c(CN2CCCCC2C)nc2c1c(=O)n(C)c(=O)n2C (centres undefined)
-5%,2,1%,-29,CCCCOC(=O)CCc1c(C)[nH]c(=O)c(C#N)c1C
0%,-5,6%,-3,c1ccc(-c2nn3c(Cn4cnc5ccccc54)nnc3s2)cc1
-3%,2,0%,23,CC(C)OC(=O)C1C2C=CC3(CN(C(C)c4ccc(Br)cc4)C(=O)C13)O2 (centres undefined)
-3%,.,.,-19,CCCCC(=O)O[C@H]1CC[C@H]2[C@@H]3CCc4cc(O)ccc4[C@H]3CC[C@]12C
-6%,19,-3%,?,COc1ccc(C2CC(=O)C3=C(C2)Nc2ccccc2N(C(=O)C2CC2)C3c2cccnc2)cc1OC (centres undefined)
4%,-2,.,8,COc1ccc(NC(=O)CSc2ncnc3c2sc2ccccc23)c(OC)c1
3%,.,.,11,O=C(CN(C(=O)c1cccc([N+](=O)[O-])c1)C1CCCCC1)Nc1ccc(Cl)c([N+](=O)[O-])c1
-7%,-2,1%,27,CN(C)S(=O)(=O)c1cccn1-c1ncc(C(F)(F)F)cc1Cl
-16%,-7,-21%,?,C=CCn1c(N)c(C(=O)OC(C)CC)c2nc3ccccc3nc21 (centres undefined)
3%,.,16%,.,CNC1C(OC2C(O[C@@H]3C(O)C(O)[C@@H](N=C(N)N)C(O)C3N=C(N)N)OC(C)[C@@]2(O)CO)OC(CO)C(O)C1O (some centres undefined)
-9%,5,2%,?,CC(C)(C)Nc1ncnc2c1cnn2-c1ccccc1
3%,3,-6%,4,CCOc1ccc(-n2c(Cc3cc(=O)[nH]c(=O)[nH]3)nnc2SCC(=O)OC)cc1
0%,.,-3%,.,CC(=O)N1[C@H](Cc2ccccc2)C=C[C@]1(C)C(=O)O
1%,9,17%,?,C=CCn1c(SCC(=O)OC)nc2sc3c(c2c1=O)CCN(C)C3
-5%,.,.,0,C[C@]12CC[C@@H]3c4ccc(O)cc4CC[C@H]3[C@@H]1CC[C@@H]2OC(=O)CCC(=O)O
0%,6,2%,-9,COc1cc(/C=N\NC(=O)c2ccc(Cn3nc([N+](=O)[O-])c(Cl)c3C)o2)ccc1O
-7%,.,-9%,.,O=C(c1cccc(F)c1)N1CCC2(CCCN(c3ccc(-c4ccccc4)cc3)C2)CC1
-2%,.,.,?,COc1ccc(NC(=O)C(c2cc3c(cc2[N+](=O)[O-])OCO3)N2CCN(C=O)CC2)cc1 (centres undefined)
0%,-6[1.84 µM],9%[11.4 µM],?,Cc1ccc(N(C(=O)c2sc(C)nc2C)C(C(=O)NCc2ccco2)c2ccccc2)cc1 (centres undefined)
3%,14,-1%,-23,COC(=O)c1ccc(Oc2nc(N(C)C)nc(N3CCOCC3)n2)cc1
0%,10,-5%,-2,O=[n+]1c2c(n([O-])c3c1CCCC3)CCCC2
4%,1,.,-100*,O=C(CSCc1ccccc1)N1CCN(C(=O)c2ccco2)CC1
2%,13,1%,-83*,COc1ccc(-n2nnnc2-c2cccc(OC)c2)cc1
0%,.,.,15,CCCn1c(O)c(N=NC(=O)c2ccco2)c2ccccc21
-10%,1,-10%,-7,Cc1ccc(N=Nc2ccc(O)c(/C=N\NC(=O)c3ccc(N)cc3)c2)cc1C
0%,-1,-6%,61,CC(C)n1nnnc1SCC(=O)NCc1ccc2c(c1)OCO2
-1%,.,.,-19,CCC(CC)NC(=O)/C=C/c1cccc([N+](=O)[O-])c1
0%,0[1.84 µM],8%[11.4 µM],?,CCOC(=O)C(=O)/C(=C\N(C)C)c1onc(-c2ccccc2Cl)c1C(=O)OC
-3%,7,.,-5,CCN(CC)c1ccc(/C=C(\C#N)C(=O)NCc2ccco2)cc1
2%,10,2%,-90*,Cc1cc(C)cc(NCC(=O)Nc2c(C)cccc2C)c1
-10%,6,3%,?,CSc1cccc(NS(=O)(=O)c2ccc3c(c2)oc(=O)n3C)c1
0%,.,.,12,CS/C(=N/S(=O)(=O)c1ccc(C)cc1)c1ccccc1
-1%,.,.,33,Cc1onc(C(=O)N2CCN(C(c3ccccc3)c3ccccc3)CC2)c1[N+](=O)[O-]
-1%,0,-7%,-8,O=C(Oc1ccccc1C(=O)N1CCOCC1)c1cccc(Br)c1
-2%,-1,-10%,19,CN(C)c1ccc(-c2noc(-c3ccccc3O)n2)cc1
-11%,?,?,3,CC(=O)C1=C(C)NC(SCC(=O)c2ccc(Cl)cc2)=C(C#N)C1CC(C)C (centres undefined)
-3%,10[9.22 µM],6%,-12,CC1CCCN(c2oc(-c3cccc4ccccc34)nc2C#N)C1 (centres undefined)
-1%,7,12%,0,CCN1CCN(CCCNC(=O)c2cc3cc4ccc(OC)cc4nc3o2)CC1
-1%,0,4%,-6,CC1(C)N=C(c2ccccn2)C(C)(C)N1O
3%,-9,10%,27,CC(Sc1n[nH]c(=O)[nH]c1=O)C(=O)OCc1ccccc1 (centres undefined)
-6%,4,-11%,23,C[N+](C)(C)CCCN1C(=O)CCCC1=O
-1%,1,-5%,37,Cc1ccc(S(=O)(=O)NCc2csc(C)n2)c(C)c1
5%,8,1%,-2,COCCCNC(=O)c1c(NC(=O)C2COc3ccccc3O2)sc2c1CCCC2 (centres undefined)
-4%,14,-5%,5,C[N+]12CCCCC1C(COC(=O)c1ccc3c(c1)OCO3)CCC2 (centres undefined)
-12%,1,3%,-19,O=c1c(Oc2ccccc2Br)c(C(F)(F)F)oc2c(CN3CCCC3)c(O)ccc12
-6%,9,-14%,16,CCOC(=O)C1=NN(c2ccc(C)cc2)C2(S1)SC(C(C)=O)=C(C)N2c1ccccc1 (centres undefined)
3%,4,.,?,N#Cc1ccccc1NC(=O)CC1c2ccccc2Oc2ccccc21
2%,10,-23%,-14,COCCN1Cc2cccc(C(=O)N3CCN(c4cc(C)ccc4C)CC3)c2C1=O
0%,-13,.,-12,O=C(O)C1CSC2(CCN(Cc3ccccc3)CC2)N1 (centres undefined)
-4%,7,.,4,O=C(Nc1cccs1)Nc1c(F)c(F)cc(F)c1F
0%,.,.,-7,Cc1ccc(CC2S/C(=C(/C#N)C(=O)N3CCOCC3)N(c3ccccc3)C2=O)cc1 (centres undefined)
4%,4,4%,33,CCS(=O)(=O)c1ccc2c(c1)N(S(=O)(=O)c1ccccc1)CC(C(=O)O)O2 (centres undefined)
-13%,.,-2%,.,Cc1cccc([N+](=O)[O-])c1C(=O)O

# An excerpt (hit frequency here may not be typical).
